# RAD54 inh – inhibitors of human RAD54 branch migration, primary screen, biochemical, fluorescence, single point; DNA repair and recombination protein RAD54-like (Homo sapiens), Q92698; RAD54 Holliday junction branch migration, FAM/BHQ fluorescence; inhibition, % at 10.4 µM; 360,000 compounds, 0.14% hits;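 active means mean normalized replicate activity at least 40 and at least half of replicates scoring 40 or more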;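 further: 0% = median of neutral control wells and 100% = median of positive control wells; inhibitors cause a drop in the FAM fluorescence signal; in these data hits start at about 50%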
# ERAP1 HTS inh – human ERAP1 aminopeptidase inhibitors, primary screen, biochemical, single point, plate reader | AID 652197, 2013 | Endoplasmic reticulum aminopeptidase 1 (Homo sapiens), Q9NZ08 | inhibition, % at 10.7 µM | recombinant ERAP1, Leu-AMC fluorescence, 60 min | 340,000 compounds, 0.15% hits;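 active means mean replicate inhibition of at least 30%, or all replicates individually reaching that 30% level; inactive means mean below 30% and not every replicate reaching it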;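 further: 0% = neutral control wells and 100% = L-leucinethiol positive control wells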
# Target sequence (Q9NZ08 whole entry, looked up): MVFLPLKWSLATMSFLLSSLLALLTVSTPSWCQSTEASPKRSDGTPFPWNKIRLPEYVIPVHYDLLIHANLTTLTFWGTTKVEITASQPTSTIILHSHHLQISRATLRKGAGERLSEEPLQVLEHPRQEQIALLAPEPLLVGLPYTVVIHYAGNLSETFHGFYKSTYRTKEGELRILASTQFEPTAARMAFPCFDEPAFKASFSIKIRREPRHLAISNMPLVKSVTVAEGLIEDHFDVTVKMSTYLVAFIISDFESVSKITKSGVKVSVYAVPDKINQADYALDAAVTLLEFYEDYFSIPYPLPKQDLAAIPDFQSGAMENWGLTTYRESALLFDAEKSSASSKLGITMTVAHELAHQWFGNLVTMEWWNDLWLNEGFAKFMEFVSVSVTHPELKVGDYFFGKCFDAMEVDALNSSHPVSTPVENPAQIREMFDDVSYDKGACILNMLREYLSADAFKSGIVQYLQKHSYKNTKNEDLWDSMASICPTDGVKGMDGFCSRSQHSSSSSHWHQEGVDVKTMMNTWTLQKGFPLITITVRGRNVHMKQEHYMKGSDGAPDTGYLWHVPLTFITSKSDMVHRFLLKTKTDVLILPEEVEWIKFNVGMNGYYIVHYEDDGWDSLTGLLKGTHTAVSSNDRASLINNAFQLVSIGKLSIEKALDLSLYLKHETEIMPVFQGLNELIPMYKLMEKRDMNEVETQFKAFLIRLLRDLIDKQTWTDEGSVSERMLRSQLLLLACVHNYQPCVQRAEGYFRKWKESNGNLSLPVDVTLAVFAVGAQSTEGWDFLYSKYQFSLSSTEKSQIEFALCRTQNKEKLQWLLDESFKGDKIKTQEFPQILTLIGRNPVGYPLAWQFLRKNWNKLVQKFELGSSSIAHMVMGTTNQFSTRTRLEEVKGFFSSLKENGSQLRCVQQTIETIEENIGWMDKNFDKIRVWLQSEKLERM
# ERp5 inh – inhibitors of ERp5-driven insulin aggregation, primary screen, biochemical, turbidity, absorbance 650 nm, single point | inhibition, % at 9.99 µM | 90 min | Protein disulfide-isomerase A6 (Homo sapiens), Q15084 | AID 651711, 2012 | 350,000 compounds, 0.05% hits;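 active means mean replicate inhibition above about 25%, with every replicate also reaching it, limit read from the data, passing the limit was not always enough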
# E-sel inducer – E-selectin induction in HUVECs, primary screen, imaging, HUVEC, immunofluorescence imaging, single point; 260,000 compounds, 0.37% hits; normalized: neutral wells 0, TNF-alpha wells 100; activation, % at 7.58 µM; P16581;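 active means mean E-selectin-positive cell signal at least 10% of the positive control, reached in at least 60% of replicates, without over 20% cell loss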;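 further: in these data hits start at about 27%; measured in HUVEC primary endothelial cells; signal is the percent of cells scored E-selectin positive by PE staining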
#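 System: HUVEC / Compound: single concentration / Signal: immunofluorescence imaging / Read-out: percent E-selectin-positive cells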
# esBAF inh – Bmi1 luciferase reporter increase in mESCs, primary screen, esBAF inhibitor project, mouse ES cells, Bmi1 luciferase knock-in, single point; AID 602393, 2012; 350,000 compounds, 2% hits; reporter increase, % at 12.5 µM; 24 h; 100% = twice the neutral-well signal; in the data active means activation above about 40%;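 further: 0% = median of the plate's neutral control wells and 100% = double that signal; a rise in the Bmi1 reporter signal indicates esBAF inhibition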
# RAD52 anneal inh – RAD52 DNA annealing inhibitors, primary screen, biochemical, FRET, single point, set 2. DNA repair protein RAD52 homolog (Homo sapiens), P43351. recombinant RAD52 DNA annealing, FRET fluorescence. inhibition, % at 18.7 µM. 360,000 compounds, 0.46% hits. AID 651710, 2012;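 active means every replicate showing at least 50% inhibition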
# S100A4 inh HTS – inhibitors of S100A4-myosin IIA peptide binding, primary screen, biochemical, fluorescence polarization, TAMRA-MyoIIA peptide; inhibition, % at 10.7 µM; Protein S100-A4 (Homo sapiens), P26447; 360,000 compounds, 0.14% hits;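 active means mean inhibition of at least 70% across replicates, with every replicate also reaching that level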
# Target sequence (P26447 whole entry, looked up): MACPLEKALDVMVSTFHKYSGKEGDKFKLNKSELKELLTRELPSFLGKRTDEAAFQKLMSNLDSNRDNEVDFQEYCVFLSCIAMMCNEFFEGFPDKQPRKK
#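 Test system: S100A4 monomer protein. Medium: HEPES buffer with Ca2+, pH 7.2. Reagent: fluorescent myosin IIA peptide, 5 nM. Compound dosing: single-point compound testing. Timing: 5 min between mix addition and reading. Benchmarks: DMSO neutral and TFP positive wells.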
# XiGFP reactiv – activators of inactive X chromosome reactivation, primary screen, imaging, XiGFP fibroblasts, GFP high-content imaging, set 2. XiGFP mouse fibroblasts, % GFP-positive cells imaging, 3 d; cells co-treated with 5-aza-dC sensitizer; scaled so ellipticine positive control = 100%. activation, % at 7.58 µM. 360,000 compounds, 0.055% hits. AID 743238, 2013;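 active means mean normalized replicate activation at least 10% and every replicate at or above 10%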;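 further: 0% = median of on-plate neutral control wells and 100% = ellipticine 6 µM median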
#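 System: XiGFP fibroblasts, SV40-immortalized. Medium: DMEM plus 5-aza-dC sensitizer. Doses: single point. Timing: 3 d treatment, 15 min room-temperature fixation. Control set: ellipticine 6 µM.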
# * hit, by the source's call; nt = no result given.
SMILES,RAD54 inh,ERAP1 HTS inh,ERp5 inh,E-sel inducer,esBAF inh,RAD52 anneal inh,S100A4 inh HTS,XiGFP reactiv
O=C(Cc1ccccc1C(=O)O)Nc1cccc2ccccc12,5,2,9,1.0,-4,-14,-10,0.3
Cc1ccc(-c2ccc3c(c2)O[C@@H](CN(C)C(=O)C2CCC2)[C@@H](C)CN([C@H](C)CO)S3(=O)=O)cc1,3,1,-5,0.0,-3,3,-8,-0.3
CC(C)NC(=O)Nc1ccc2c(c1)C(=O)N([C@H](C)CO)C[C@@H](C)[C@@H](CN(C)S(=O)(=O)c1ccccc1)O2,3,0,-7,-27,-2,12,-5,0.2
Cc1cccc(C(=O)NCC(=O)N2CCOCC2)c1,-1,-2,6,0.7,nt,1,5,0.0
CO[C@@H]1CN(C)C(=O)c2cc(NC(=O)CC(F)(F)F)ccc2OC[C@@H](C)N(S(=O)(=O)c2cn(C)cn2)C[C@@H]1C,1,1,0,0.2,-3,-41,6,-0.6
C/C=C/c1ccc([C@H]2[C@@H](CO)N3CCCCN(C)C[C@H]23)cc1,-9,0,-3,-0.1,-5,11,2,0.1
C[C@@H]1CN([C@H](C)CO)C(=O)c2cc(NC(=O)Nc3ccc(C(F)(F)F)cc3)ccc2O[C@@H]1CN(C)Cc1ccc(Cl)c(Cl)c1,-3,0,6,-3.4,7,-17,3,-1.0
O=C(CNS(=O)(=O)c1ccccc1)N/N=C/c1ccncc1,5,4,-10,nt,-2,3,13,0.5
COc1ccc(C(=O)Nc2ccc3c(c2)C(=O)N(C)[C@@H]2CC[C@H](CC(=O)NCC4CC4)O[C@@H]2CO3)cc1,-1,0,1,-0.1,14,0,-1,0.0
Cc1c(Cl)cccc1NC(=S)N1CCC(N(C)CC2CCCO2)CC1 (configuration not stated),-1,nt,4,5.4,-4,-15,-6,0.3
C[C@@H]1CN([C@H](C)CO)C(=O)c2cc(NC(=O)c3ccncc3)ccc2O[C@@H](C)CCCCO[C@@H]1CN(C)C(=O)Nc1cccc2ccccc12,nt,-2,nt,-0.1,nt,16,-27,-0.2
O=C(Nc1cccc(S(=O)(=O)NC2=NCCC2)c1)c1cc(F)c(F)c(F)c1F,-1,2,0,-1.1,-3,-10,18,0.6
O=C(Nc1ccccc1C(=O)NC(Cc1c[nH]c2ccccc12)C(=O)O)c1ccccc1 (configuration not stated),nt,nt,1,-0.1,-1,-23,5,0.0
Cc1ccn(CC(C)C(=O)O)n1 (configuration not stated),5,0,5,11,11,-10,-4,0.2
COc1ccc(NC(=O)N(C)C[C@H]2Oc3c(NC(=O)Cc4ccccc4)cccc3C(=O)N([C@H](C)CO)C[C@@H]2C)cc1,-5,-2,-1,-0.2,5,-4,0,-0.1
NC(=O)NCc1ccccc1,-3,-1,6,-0.1,-5,0,1,0.0
Clc1cccc(NC2=NCCC2)c1,7,2,-4,nt,6,-12,15,nt
CC(C)(C)c1ccc(-c2nc3n(c(=O)c2C#N)CCS3)cc1,nt,1,21,17,nt,-11,-1,-0.1
CN(C)N1C(N)=C(C#N)C(c2ccccc2)C2=C1CCCC2=O (configuration not stated),nt,4,1,nt,nt,-15,-4,0.0
CSCCC(NC(=O)c1ccco1)C(=O)N(C)CC(=O)Nc1c(Cl)cccc1Cl (configuration not stated),nt,2,0,nt,-1,-9,-7,0.3
CC1(C(=O)Nc2ccc3c(c2)OCCO3)CCN1C(=O)C1(c2ccccc2)CC1 (configuration not stated),-14,5,8,-0.2,-2,-10,2,0.0
CCCC(=O)N1CC2(C1)CN(C(=O)Nc1cccc(F)c1)[C@@H](CO)c1c2c2ccc(OC)cc2n1C,nt,-2,2,-0.2,nt,-6,14,0.2
CN1CCN(c2ccc([N+](=O)[O-])cc2NC(=O)c2ccco2)CC1,6,3,2,-0.5,-5,2,5,0.0
COc1ccc(C(=O)Nc2cccc(S(=O)(=O)N3CCCC3)c2)cc1S(=O)(=O)N1CCOCC1,6,1,-3,-0.2,0,-17,2,2.6

# An excerpt from above, limited to ERp5 inh:
structure | ERp5 inh
CC1(C(=O)Nc2ccc3c(c2)OCCO3)CCN1C(=O)C1(c2ccccc2)CC1 (configuration not stated) | 8
CCCC(=O)N1CC2(C1)CN(C(=O)Nc1cccc(F)c1)[C@@H](CO)c1c2c2ccc(OC)cc2n1C | 2

# Carrying on:
SMILES,RAD54 inh,ERAP1 HTS inh,ERp5 inh,E-sel inducer,esBAF inh,RAD52 anneal inh,S100A4 inh HTS,XiGFP reactiv
O=C(O)CCN1CC2([N+](=O)[O-])C=CC(=O)C([N+](=O)[O-])(C1)C2CC(=O)c1ccccc1 (configuration not stated),-6,0,-1,nt,nt,-40,-6,0.4
Cc1ccc(CNC(=O)c2ccc(S(=O)(=O)N3CCCCC3)cc2)cc1,2,-6,0,0.2,nt,-1,0,-0.1
O=S(=O)(NCCC1=CCCCC1)c1c(Cl)cccc1Cl,8,-3,13,0.3,-2,-8,0,0.0
CCCCn1c(N)c(N(CC)C(=O)c2ccc(Cl)c([N+](=O)[O-])c2)c(=O)[nH]c1=O,3,20,0,nt,0,-7,4,0.0
Cc1nn(-c2ccccc2)cc1/C=N/NC(N)=S,6,nt,0,nt,nt,-15,7,0.0
CCNC(=O)C[C@@H]1CC[C@H](NC(=O)C2CCOCC2)[C@H](CO)O1,-12,-1,6,0.2,-2,-11,2,-0.7
CC(=O)Nc1ccc(NC(=O)CSc2ncnc3sc(C)c(C)c23)cc1,nt,1,-1,nt,2,-22,-6,0.2
Cc1cccnc1NC(=O)CNC(=O)c1cccs1,nt,0,1,nt,0,-5,-2,0.2
Cc1nc([N+](=O)[O-])c(Sc2nc3ccccc3[nH]2)n1Cc1ccccc1,-2,6,0,-0.2,nt,-10,-2,0.1
Nc1[nH]c(C(=O)c2ccc(Cl)cc2)c(-c2ccc(Br)cc2)c1C(=O)NCCc1c[nH]c2ccccc12,nt,2,3,0.8,nt,-6,4,0.0
COc1ccc(CNC(=O)CN2C(=O)CCSc3ccc(S(=O)(=O)N4CCCC4)cc32)cc1,4,0,7,-0.1,6,-18,-10,0.1
CCNC(=O)C1(C)CCN(C(=O)c2cccc(OC(C)=O)c2C)C1 (configuration not stated),6,6,-1,0.0,2,0,0,0.0
O=C(CO/N=C/c1ccc(OC(F)F)cc1)NC1CCCC1,nt,-1,2,nt,nt,12,-2,0.0
CC(=O)Nc1ccccc1C(=O)C(=O)Nc1ccc(C)c(F)c1,nt,-4,3,nt,nt,-1,0,0.3
Cc1ccc(NC(=O)CCCN2C(=O)c3cccc4cccc(c34)C2=O)cc1,-3,-1,-2,nt,nt,-24,-1,0.0
C=CCc1cc(C=O)cc(OCC)c1O,nt,6,6,nt,-15,0,2,0.0
C[C@@H]1CCCCO[C@@H](CN(C)CC2CC2)[C@H](C)CN([C@H](C)CO)C(=O)c2cc(NC(=O)Cc3ccccc3)ccc2O1,nt,1,3,0.3,nt,30,-5,0.6
CN(C)CCCNC(=O)C[C@H]1CC[C@H]2[C@@H](COC[C@H](O)CN2CC2CCCC2)O1,8,-2,2,-0.1,-5,3,17,0.0
Cc1noc(C)c1NC(=O)Nc1ccc2c(c1)C(=O)N(C)[C@H]1CC[C@@H](CC(=O)N(C)C)O[C@H]1CO2,11,0,0,-0.1,1,-3,6,0.3
C[C@@H]1CN([C@@H](C)CO)C(=O)Cc2cc(NC(=O)CCC(F)(F)F)ccc2O[C@@H]1CN(C)C(=O)NC1CCCCC1,-11,1,-3,0.0,1,9,-8,-0.2
CC(OC(=O)c1ccccc1Oc1ccccc1)C(=O)NC1CC1 (configuration not stated),3,-1,-5,nt,-2,-6,-2,0.0
Cc1ccc(-c2nc(NC(=O)c3nn(C)cc3[N+](=O)[O-])sc2C)cc1,5,-2,-3,nt,-83,-3,-15,nt
CCc1nc2ccc(C(=O)N3CCCC(C(N)=O)C3)cn2c1N(C)Cc1ccc(OC)cc1 (configuration not stated),-4,-1,2,0.2,-14,-11,0,0.2
N#C[C@@H]1[C@@H](c2ccccc2)[C@@H](CO)N1C(=O)c1cccnc1,11,-2,-6,-0.6,2,1,16,0.2
NC(=O)c1cc(C(=O)c2ccccc2Cl)c[nH]1,nt,-5,0,nt,nt,5,-4,0.5
O=C(Nc1cc(F)ccc1F)N1CC(=O)N2[C@@H](CO)[C@H](c3ccc(C#CC4CCCCC4)cc3)[C@@H]2C1,nt,-3,-2,-0.5,nt,11,0,0.3
CC(C)CC#Cc1cnc2c(c1)C(=O)N([C@H](C)CO)C[C@H](C)[C@H](CN(C)C(=O)c1cnccn1)O2,-19,1,2,1.5,6,2,-5,-0.7
O=C(Nc1cc(F)ccc1F)N[C@@H]1CC[C@@H](CC(=O)N2CCc3ccccc3C2)O[C@@H]1CO,12,1,-4,0.2,8,9,0,0.2
O=C(Cn1c(COc2ccccc2)nc2ccccc21)Nc1cc(Cl)ccc1Cl,nt,-2,-5,2.0,nt,-3,2,7.2
CC1=NN(c2ccccc2)C(=O)C1N=Nc1ccccc1 (configuration not stated),nt,10,1,60*,nt,-16,3,0.2

# Of the compounds above, nine have a Cl atom.
SMILES,RAD54 inh,ERAP1 HTS inh,ERp5 inh,E-sel inducer,esBAF inh,RAD52 anneal inh,S100A4 inh HTS,XiGFP reactiv
C[C@@H]1CN([C@H](C)CO)C(=O)c2cc(NC(=O)Nc3ccc(C(F)(F)F)cc3)ccc2O[C@@H]1CN(C)Cc1ccc(Cl)c(Cl)c1,-3,0,6,-3.4,7,-17,3,-1.0
Cc1c(Cl)cccc1NC(=S)N1CCC(N(C)CC2CCCO2)CC1 (configuration not stated),-1,nt,4,5.4,-4,-15,-6,0.3
Clc1cccc(NC2=NCCC2)c1,7,2,-4,nt,6,-12,15,nt
CSCCC(NC(=O)c1ccco1)C(=O)N(C)CC(=O)Nc1c(Cl)cccc1Cl (configuration not stated),nt,2,0,nt,-1,-9,-7,0.3
O=S(=O)(NCCC1=CCCCC1)c1c(Cl)cccc1Cl,8,-3,13,0.3,-2,-8,0,0.0
CCCCn1c(N)c(N(CC)C(=O)c2ccc(Cl)c([N+](=O)[O-])c2)c(=O)[nH]c1=O,3,20,0,nt,0,-7,4,0.0
Nc1[nH]c(C(=O)c2ccc(Cl)cc2)c(-c2ccc(Br)cc2)c1C(=O)NCCc1c[nH]c2ccccc12,nt,2,3,0.8,nt,-6,4,0.0
NC(=O)c1cc(C(=O)c2ccccc2Cl)c[nH]1,nt,-5,0,nt,nt,5,-4,0.5
O=C(Cn1c(COc2ccccc2)nc2ccccc21)Nc1cc(Cl)ccc1Cl,nt,-2,-5,2.0,nt,-3,2,7.2

# High-throughput results: PubChem, Broad Institute
